High-throughput results deposited in PubChem by NCI.
Growth percent in the NCI-60 one-dose screen (48 h, 10 µM unless noted): 100 = growth as untreated, 0 = no growth, -100 = all killed.
HL-60(TB): HL-60(TB) leukemia cells. 78,000 compounds, 9% hits. AID 1794776; active = growth percent below 10
Active calls of the source: *; & = joins results of further samples. This is a subset; count on the stated rates, not on these rows.

SMILES | HL-60(TB)
CC(/C=C/c1ccc(Br)cc1)=N\OCC(=O)NC(C)C | 94
CN1C(=O)/C(=C/c2nc(-c3ccccc3F)n3ccccc23)c2ccccc21 | 87
c1ccc2c(NCCCN3CCOCC3)c3oc4ccccc4c3nc2c1 | -21*
Cc1ccc(NC(=O)c2sc3nc4c(cc3c2N)C(=O)CCC4)c(Br)c1 | 112
O=C(O)c1ccc(/C=N\N2CCCCCC2)cc1 | 100
S=C=Nc1cccc(N=C=S)c1 | 98
O=C(CC1(O)C(=O)N(Cc2ccc(F)cc2)c2ccccc21)c1cccs1 (configuration not stated) | 97
Cc1cc(C)[nH]n1 | 73
N#CCc1c[nH]c2ccc([N+](=O)[O-])cc12 | 94
O=C(O)C1=C(C2CCCCC2)C(=O)c2ccccc21 | 73
Cc1ccc2c(c1)Oc1nc(N)c(C#N)c(N)c1C2Sc1ccc(F)cc1 (configuration not stated) | -52*
Nc1cc2c(c(O)c1O)C(=O)c1ccccc1C2=O | 111
CCCCCCCC/C=C\CCCCCCCCOc1ccccc1CC(=O)NCC[N+](C)(C)C | 67
NC(=S)N/N=C/c1ccc([N+](=O)[O-])cc1 | 86
CC(C)(Oc1ccc(C2CC2(Cl)Cl)cc1)C(=O)NCc1ccccc1 (configuration not stated) | 94
COc1ccccc1/C=N/NC(=O)COc1ccc(NC(=O)Nc2ccc(Cl)cc2)cc1 | 97
COc1ccc(C(=O)COc2cccc(/C=C3\CSc4ccc(Cl)cc4C3=O)c2)cc1 | 82
C[C@@]1(C(N)=O)CC2C=CC1C2 (some centres not stated) | 108
O=CNc1ccc(Oc2ccc(NC=O)cc2)cc1 | 76
CCOC(=O)C(C(C)=O)c1nc2sc3cc(Cl)c(Cl)cc3n2c(=O)c1C#N (configuration not stated) | 100
O=c1n(Cc2ccc3ccccc3c2)ccn1Cc1ccc2ccccc2c1 | 103
NNCCc1ccc(NC(=O)CCCc2ccccc2)cc1 | 93
COc1cc2oc(-c3cccc(NC(=O)[C@@H](NC(=O)OC(C)(C)C)C(C)C)c3)cc(=O)c2c(OC)c1OC | 85
COC(=O)C[C@@H]1CC=CC(=O)/C1=C(O)/C=C/c1ccccc1 | -11*
Nc1ccc(S(=O)(=O)NC(CSSCC(NS(=O)(=O)c2ccc(N)cc2)C(=O)O)C(=O)O)cc1 (configuration not stated) | 70

The last two entries of the part before come first, to join the parts.
SMILES | HL-60(TB)
COC(=O)C[C@@H]1CC=CC(=O)/C1=C(O)/C=C/c1ccccc1 | -11*
Nc1ccc(S(=O)(=O)NC(CSSCC(NS(=O)(=O)c2ccc(N)cc2)C(=O)O)C(=O)O)cc1 (configuration not stated) | 70
N=C(N)c1ccc(S(N)(=O)=O)cc1 | 95
CC1[C@H]2[C@H](C[C@H]3[C@@H]4CC=C5c6sc(Nc7ccc(F)cn7)nc6CC[C@]5(C)[C@H]4CC[C@@]32C)O[C@]12CC[C@@H](C)CO2 (some centres not stated) | 75
CCCCCCC(NC(=O)c1ccccc1)C(=O)O (configuration not stated) | 98
CCCCCCCCCCCCCCCCNC(=S)N/N=C/c1ccc(OC)c(OC)c1 | 81
O=C(O)c1ccc2c([N+](=O)[O-])cccc2n1 | 87
O=C(C=Nc1cc2c(cc1Br)-c1ccccc1C2=O)c1ccc(Br)cc1 | 109
COc1ccc(C)cc1NC(C)=O | 102
O=C(/C=C/c1c(-c2ccc(F)cc2)nc2sccn12)c1cc(F)cc(F)c1 | 148
COc1ccc2c(c1OC)C(=O)OC2CC(=O)c1ccc(O)cc1O (configuration not stated) | 114
CC(=O)C(C)CCc1ccccn1 (configuration not stated) | 102
CN1C2C=CC(=O)C1C1C(=O)N(c3ccccc3)C(=O)C12 (configuration not stated) | 56
O=C(O)/C=C/c1ccccc1Cl | 104&105
CC1=C(C)C[C@]2(C(=O)O[C@H]3CCCC[C@@H]32)[S@](=O)C1 | 98
COc1ccc2c(c1)c(-c1nc(-c3c[nH]c4ncccc34)cs1)cn2CCO | 58
NC(=O)c1cc(-c2ccc3ncnc(N4CCc5cc(F)c(Cl)cc54)c3c2)cnc1N | -5.0*
O=C1NC(=O)C2(N1)C(=O)c1cccc3cccc2c13 (configuration not stated) | 103
Cc1cccc2c(=O)c3c(sc12)c(N1CCNCC1)nc1ccccc13 | 53
COc1ccc(-c2nn(-c3cccc(Cl)c3)cc2C2CC(c3cccs3)=NN2)cc1 (configuration not stated) | 108
O=C1N(Cc2ccccc2Cl)c2ccccc2C12NN=C(c1ccccc1)S2 (configuration not stated) | 58
O=C1CCCN1CO | 106
O=C(Nc1nnc(/C=C/c2ccccc2)s1)c1ccccc1 | 100
C[C@H](c1nc2ccc(C(F)(F)F)cc2[nH]1)[C@H]1CC[C@H]2[C@@H]3CCC4=CC(=O)CC[C@]4(C)[C@H]3CC[C@]12C | 80
Cc1ccc(NC(=O)CNc2cc(C(N)=O)cc(F)c2C)c(Cl)c1 | 133
C(=C1c2ccccc2-c2ccccc21)c1ccncc1 | 9.0*
CC(C)COC(=O)c1ccc(NC(=O)CCCl)cc1 | 88

Some of the entries so far, in markdown.
| Compound | HL-60(TB) |
| --- | --- |
| O=C(/C=C/c1c(-c2ccc(F)cc2)nc2sccn12)c1cc(F)cc(F)c1 | 148 |
| COc1ccc2c(c1OC)C(=O)OC2CC(=O)c1ccc(O)cc1O (configuration not stated) | 114 |
| CC(=O)C(C)CCc1ccccn1 (configuration not stated) | 102 |
| CN1C2C=CC(=O)C1C1C(=O)N(c3ccccc3)C(=O)C12 (configuration not stated) | 56 |

The main list resumes; the 5 compounds before the break are reprinted first.
SMILES | HL-60(TB)
O=C(Nc1nnc(/C=C/c2ccccc2)s1)c1ccccc1 | 100
C[C@H](c1nc2ccc(C(F)(F)F)cc2[nH]1)[C@H]1CC[C@H]2[C@@H]3CCC4=CC(=O)CC[C@]4(C)[C@H]3CC[C@]12C | 80
Cc1ccc(NC(=O)CNc2cc(C(N)=O)cc(F)c2C)c(Cl)c1 | 133
C(=C1c2ccccc2-c2ccccc21)c1ccncc1 | 9.0*
CC(C)COC(=O)c1ccc(NC(=O)CCCl)cc1 | 88
O=C(NC(=S)Nc1ccc(-c2nc3ccccc3o2)cc1)c1ccc2ccccc2c1 | 85
CC1=CC(=O)C(C(C)=Nc2ccccc2Cl)C(=O)O1 (configuration not stated) | 101
CC(C)C(C(=O)NCCN1CCOCC1)N1C(=O)/C(=C/c2ccc(Br)cc2)SC1=S (configuration not stated) | 101
Cn1cc(-c2csc(-c3cn(CCN4CCOCC4)c4ccc(Br)cc34)n2)c2cccnc21 | 63
CC(C)(C)c1nn(-c2ccccc2)c2c1C(=O)CSC(c1ccc3c(c1)OCO3)N2 (configuration not stated) | 90
N=C(N)c1ccc(-c2ccc(-c3ccc(C(=N)N)c(F)c3)s2)s1 | 115
COc1ccc(CCNC(=O)C(=O)C(Cc2ccccc2)NC(=O)c2[nH]c3ccccc3c(=O)c2C)cc1 (configuration not stated) | 92
CSc1ccccc1C#Cc1ccccc1C#CCCCCN1CCCCC1=O | 64
CC(=O)OC1C[N+](C)(C)CCCC1(c1ccccc1)c1ccccc1 (configuration not stated) | 84
O=C(O)c1cn(C2CC2)c2cc(N3CCN(Cn4nc(-c5cccnc5)oc4=S)CC3)c(F)cc2c1=O | 98
S=c1[nH]nc(CSc2ncnc3c2c(-c2ccccc2)cn3-c2ccc(Cl)cc2)o1 | 101
O=S(O)(O)=S | 98
O=C(c1ccccc1)C(Cl)c1ccccc1 (configuration not stated) | 86
CC(=O)Nc1ccc(S(=O)(=O)/N=C(/C)N)cc1 | 100
c1ccc2c(c1)OC1OC2Oc2ccccc21 | 80
CNC(=O)O/N=C(\SC)C(=O)N(C)C | 89
Cc1ccccc1NC(=O)CSC(N)=O | 97
OCC(S)CS (configuration not stated) | 108
CCOC(=O)c1nnn(-c2ccccc2)c1C1=CN(C)CCC1 | 84
CC1=C2[C@@H](CC1)[C@]1(C)O[C@@](C(C)C)(C[C@H]1OC(=O)CO)[C@H]2OC(=O)C1CC1c1ccccc1 (some centres not stated) | 90
CCCCCCOC(=O)N1CCCCC1CCC (configuration not stated) | 110
CN1CCN(CCCOc2cccc3nc(Nc4ccc(F)c(F)c4)ccc23)CC1 | 39
C[C@H]1OCC2(CCN(c3cnc(C(=O)Nc4cc(F)cc5cccnc45)cn3)CC2)[C@H]1N | 19
O=C(NO)c1ccc(C(=O)NO)c(Br)c1 | 145
COc1ccc(-c2nnc(SCC(=O)Nc3nc(-c4ccccc4)cs3)o2)cc1 | 95

5 entries picked at random from the list so far:
SMILES | HL-60(TB)
CC(=O)Nc1ccc(S(=O)(=O)/N=C(/C)N)cc1 | 100
CCOC(=O)c1nnn(-c2ccccc2)c1C1=CN(C)CCC1 | 84
c1ccc2c(c1)OC1OC2Oc2ccccc21 | 80
OCC(S)CS (configuration not stated) | 108
O=C(NO)c1ccc(C(=O)NO)c(Br)c1 | 145

Continuation.
SMILES | HL-60(TB)
CN(C)Cc1c(-c2ccccc2)oc(-c2ccccc2)c1Cl | 59
COc1ccc(Oc2nc(Nc3ccc(N4CCOCC4)nc3)ncc2NC(N)=O)cc1 | 93
CCOC(=O)OC1CCCC(OC(=O)OCC)C1 (configuration not stated) | 97
CCc1c(Nc2ccc(Cl)c(Cl)c2)nc(N)[nH]c1=O | 53
COc1ccc(S(=O)(=O)NCCCNc2nccc(-c3c(-c4ccc(F)cc4)nc4sccn34)n2)cc1 | 70
COC(=O)/C=C1/SC(=Nc2cccc(Cl)c2)N(CCc2c[nH]c3ccc(O)cc23)C1=O | -11*
CCOP(=O)(OCC)c1nc(-c2ccccc2)oc1NCc1ccccc1Cl | 82
COP(=O)(OC)C(c1ccc(O)cc1)(c1ccc(O)cc1)c1ccc(O)cc1 | 93
Cc1ccc(S(=O)(=O)CCCl)cc1 | 92
COCC1OC(OC2(COC)OC(COC)C(OC)C2OC)C(OC)C(OC)C1OC (configuration not stated) | 114
O=C1CC(=O)N(c2cn3c(-c4ccc(Cl)cc4)csc3n2)N1 | 88
O=C1C(Cl)C(c2ccccc2Br)N1n1cnnc1 (configuration not stated) | 101
COc1ccc(Nc2ccc(N)cc2)cc1 | 109
C#CCOc1ccc(/C=N\Nc2nc(-c3ccc(C)cc3)cs2)cc1OC | 70
CCOC(=O)/C=c1\sc2n(c1=O)C1C(NN=2)N(C)C(=O)N1C (configuration not stated) | 101
Nc1ncnc2[se]c3c(c12)CCCCC3 | 105
COc1cc(OC)c2sc(-c3ccc(-n4cncc4-c4ccc(OC)c(OC)c4)cc3)nc2c1 | 58
Nc1cc(Nc2ccc(Br)cc2)nc(N)n1 | 100
O=C(O)c1cccc(O)c1O | 108
O=C(Nc1ccc(N2CCNCC2)cn1)c1[nH]ncc1Nc1ncnc2sc3c(c12)CCC3 | 74
N#C/C(=C1C=C/C(=N/O)C(Br)=C/1)c1ccccc1 | -21*
COc1cc(-c2nc3ccccn3c2N)ccc1O | 129
OC(c1ccccc1)C1CCCCC1 (configuration not stated) | 107
c1ccc(-c2ccc(-c3cc(-c4ccccc4)n(-c4ccccc4)n3)cc2)cc1 | 68
CNc1nc2ccccc2n2c(-c3ccc(O)c(O)c3)cnc12 | -20*

(more compounds)
SMILES | HL-60(TB)
CC(=O)C(c1ccccc1)c1ccccc1 | 92
COc1cccc(/C=C\C(=O)c2ccccc2)c1 | 44
CCCCCNC(=O)c1ccc(NC(=O)CCl)s1 | 58
Cn1cc(-c2cc(N)n3nc(-c4cn(C)c5ccc(Br)cc45)cc3n2)c2cc(Br)ccc21 | 27
CN(C)c1oc(-c2cc3ccccc3oc2=O)nc1C#N | 94
COc1ccc(Cn2c(NCCN=C(N)N)nc(=O)n(Cc3ccc(F)cc3)c2=O)cc1 | 97&94
O=C1Nc2ccc(Br)cc2C1=N/C=c1\[nH]c(=O)/c(=C/c2ccccc2)s1 | 106
CCOC(=O)CC1(C)NCCS1 (configuration not stated) | 103
O=C(O)c1c(O)cc(O)cc1O | 103
COC(=O)C1(C(=O)OC)C2C(=O)C3C(C21)C3(C(=O)OC(C)(C)C)C(=O)OC(C)(C)C (configuration not stated) | 97
CC(=O)OC[C@@]12CC[C@]3(C)[C@H](CC[C@@H]4[C@@]5(C)CC=C(OC(C)=O)C(C)(C)[C@@H]5CC[C@]43C)[C@H]1[C@@H](C)C(C)=C(/C(C)=N/O)C2 | 50
COc1ccc(C(=O)NC2C(O)c3ccccc3N3C(=O)CCC23O)cc1 (configuration not stated) | 120
Cc1ccc(-c2nn(-c3ccccc3)cc2/C=C/C(=O)c2ccc(NC(=O)CCCCCCC(=O)NO)cc2)cc1 | 109
CCN1CCN(c2nc3ccccc3c3c(=O)c4ccccc4sc23)CC1 | 76
CCCCCCCCCCOc1ccc(C(=O)Oc2ccc(CS[P@@](=O)(OC[C@H]3O[C@@H](n4cnc5c(N)ncnc54)CC3O)OC3[C@@H](CO)O[C@@H](n4ccc(=O)[nH]c4=O)[C@H]3OC)cc2)cc1 (some centres not stated) | 31
O=c1[nH]c2c(cnn2-c2ccc(Cl)cc2)c(=O)n1-c1cccc(Cl)c1 | 49
c1ccc(-c2nc(N3CCN(C4CCCCC4)CC3)c3ccccc3n2)cc1 | 93
COc1ccc(-c2nc3sc4c(c3c(=O)[nH]2)CCCCCC4)cc1 | 29
Clc1nc(Cl)c2ncn(C/C=C/Cn3cnc4c(Cl)nc(Cl)nc43)c2n1 | -2.7*
CCCN1C2CCC1/C(=C\c1ccc(C)cc1)C(=O)/C2=C/c1ccc(C)cc1 | 48
COc1ccc(-c2cc(-c3cn(-c4ccccc4)nc3-c3ccc(OCc4ccccc4)cc3)c(C#N)c(=O)o2)cc1 | 82
COc1ccc(-c2cn[nH]c2-c2cc(OC)c(OC)c(OC)c2)cc1 | -21*
NNc1ccc(C(=O)O)cc1 | 83&97
Cc1cnc(CSc2nc(-c3ccc(Cl)cc3)cn2-c2ccc(Cl)cc2)c(C)c1 | 93
O=S(=O)(N/N=c1\oc2ccccc2cc1-c1cc2ccccc2[nH]1)c1ccc(Cl)cc1 | 100
Cc1cc(C)c2[nH]c(O)c(N=NC(=O)Cc3c[nH]c4ccccc34)c2c1 | 72
